# From PubChem
# TCR activator: T cell receptor activation; primary human leukocytes, anti-CD3, IL-2 HTRF, 48 h; Potency, µM (doses to about 9.22 µM), inactives show at the top dose activation of IL-2 secretion, most hits filed as activators; 330,000 tested, under 10 active; also: % of control where 0% means no effect
#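 Readout: HTRF IL-2, Eu-cryptate/d2 antibody pair, 320nm excitation, 665nm emission. Stimulus: a-CD3 beads, no co-stimulation. Cells: primary human leukocytes. Exposure: 48 hr with compound.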
# TSHR antag: blocks TSH signaling through the human TSH receptor. P16473. TSHR-expressing cells, TSH-stimulated cAMP HTRF, 2 h; hits give low values. activity change, negative = inhibition, % at 11.5 µM. 0.2% of 330,000 active. AID 504810;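 active = activity change below a set negative limit, meaning inhibition stronger than a set level, cut at about -70% in these data; inconclusive = activity change between two set negative limits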; also: % is scaled to controls: 0 for no effect and ±100 for the full control effect
#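 Freshly harvested TSHR cells receive pin-tooled compound, then EC80 TSH at 4nM final. After 2 hours at 37 deg C, antibody in lysis buffer and cAMP-d2 are added; 30 minutes at ambient temperature precede the HTRF read.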
# USP2a block: inhibitors of human ubiquitin-specific protease USP2a; O75604; USP2 core, Ub-CHOP2 coupled fluorogenic reporter, 485/531; Potency, µM (titrated, usually from 38.3 µM), for the others: top-dose activity change, negative = inhibition, hits mostly inhibitors; 0.01% of 330,000 active; AID 463254;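 also: potency is read from the fitted curve at half-maximal effect; plate controls were DMSO wells for no effect and full inhibition by NEM control for full effect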
# Target sequence (O75604 whole entry, looked up): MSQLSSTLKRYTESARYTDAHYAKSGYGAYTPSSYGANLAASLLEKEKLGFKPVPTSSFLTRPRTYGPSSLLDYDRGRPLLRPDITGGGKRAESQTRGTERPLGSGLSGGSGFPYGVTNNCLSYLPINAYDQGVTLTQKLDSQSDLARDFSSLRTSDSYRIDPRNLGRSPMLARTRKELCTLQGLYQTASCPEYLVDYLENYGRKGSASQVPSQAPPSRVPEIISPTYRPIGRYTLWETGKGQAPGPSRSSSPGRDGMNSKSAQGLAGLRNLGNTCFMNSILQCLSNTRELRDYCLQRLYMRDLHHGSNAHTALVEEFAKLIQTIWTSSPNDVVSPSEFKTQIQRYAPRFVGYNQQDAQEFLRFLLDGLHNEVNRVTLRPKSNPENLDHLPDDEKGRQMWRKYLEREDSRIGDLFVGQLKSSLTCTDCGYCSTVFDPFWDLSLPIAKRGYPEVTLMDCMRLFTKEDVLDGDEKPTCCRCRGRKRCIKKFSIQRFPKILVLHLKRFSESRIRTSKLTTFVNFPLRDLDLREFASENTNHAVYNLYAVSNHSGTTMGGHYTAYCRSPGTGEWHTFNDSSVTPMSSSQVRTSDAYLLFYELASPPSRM
#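 Deubiquitinase activity read as fluorescence (485/531 nm) after Ub-CHOP2 cleavage activates the enterokinase reporter on its substrate; USP2 core 10nM, Ub-CHOP2 and substrate 25nM each, 30min compound preincubation then 60min RT; data normalized to NEM, curves fitted.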
# TRPV1 agonist: agonists of human vanilloid receptor 1 (TRPV1). Q8NER1. TRPV1-expressing cells, Fluo-8 calcium influx, agonist mode. activation, % at 8.33 µM. 0.19% of 320,000 active; in the data active = activation above about 80%; inconclusive = between about 30% and that limit; also: 0% is about no effect
#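 TRPV1-expressing cells were cultured overnight at 35.5C and loaded with Fluo-8 calcium dye for 40 to 90 min at room temperature. After a 10 s baseline, compound was added and calcium influx was read kinetically for 3 min (ex 480/em 520 nm).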
# KCNH2 3.1 block: inhibitors of human KCNH2 3.1 potassium channel isoform; U2OS KCNH2 3.1, thallium flux FluxOr; hits give low values; activity change, % (tested at about 1.8 µM); 0.95% of 340,000 active; AID 720553;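 active = maximum activity change below -70%; inconclusive = maximum activity change from -70% to -50%; inactive = maximum activity change above -50%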;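 also: thallium influx rate constant from kinetic fluorescence after stimulation buffer; % is scaled to controls: 0 for no effect and ±100 for the full control effect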
#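 Virally transduced U2OS (3.1 isoform, 4 h infection in dark at RT) → overnight 37 C → FluxOr + Red40 in HBSS/HEPES, 45 min → stimulation buffer, 2 min kinetic read → rate constant vs DMSO controls.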
# ELG1 repair inh: inhibitors of ELG1-dependent DNA repair in HEK293T cells | 2.3% of 330,000 active | HEK293T ELG1-luciferase reporter, luminescence, 16 h; DNA damage induced by 5-fluorouridine | Potency, µM (top dose mostly 46.1 µM), for inactives: at the top dose activity change, negative = inhibition, most hits filed as inhibitors; also: potency is read from the fitted curve at half-maximal effect; % is scaled to controls: 0 for no effect and ±100 for the full control effect; nearly all actives have a fitted effect of over 55% in size
#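 Step one: seed 2,000 cells per well. Step two: pin-transfer compound or DMSO alongside 5-fluorouridine. Step three: incubate 16 hr, 37 °C, 5% CO2. Step four: add ONE-Glo, wait 30 min, read luminescence.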
# A-T KAP1 phos: candidate therapy for ataxia-telangiectasia. […] A-T fibroblasts, KAP-1 phosphorylation AlphaLISA; neocarzinostatin DNA damage 30 min before lysis. 0.19% of 320,000 active. Potency, µM (doses to about 57.5 µM), for the others: at the highest dose activation, hits mostly activators; also: potency is read from the fitted curve at half-maximal effect; % of control where 0% means no effect; nearly all actives have a fitted effect of over 45% in size
#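 hTERT-immortalized A-T patient fibroblasts ([…]), 500 cells/well in OPTI-MEM, 1% FBS, got compounds for 60 min, then NCS for 30 min at 37C. Lysates were then assayed for phospho-KAP-1 by AlphaLISA (anti-pKAP1 donor, anti-KAP1 acceptor beads), 6 hr at 25C.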
# Mito fusion act: blocks mitochondrial division or promotes mitochondrial fusion; S. cerevisiae fusion-defective mutant growth rescue, CellTiterGlo 48 h; Potency, µM (top dose mostly 46.1 µM), without a hit: top-dose growth rescue (activation), actives largely listed as activators; 0.23% of 320,000 active; AID 485298;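 also: potency is read from the fitted curve at half-maximal effect; % of control where 0% means no effect; nearly all actives have a fitted effect of over 45% in size; temperature-sensitive fusion mutants such as fzo1-1 at 37 °C on non-fermentable ethanol glycerol medium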
#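 Read-out: ATP-based luminescence (CellTiterGlo, 10 min ambient) reporting growth of fusion-defective ts yeast after 48 hours at 37C on glycerol/ethanol YPEG medium in the presence of compound.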
# Eya2 inh: inhibitors of human Eya2 phosphatase activity. O00167. recombinant Eya2, OMFP fluorescence dephosphorylation (OMFP is methylfluorescein phosphate). Potency, µM (series often up to 76.9 µM), for the others: at the highest dose activity, negative = inhibition, usual class: inhibitors. 0.006% of 330,000 active; also: potency is read from the fitted curve at half-maximal effect; % is scaled to controls: 0 for no effect and ±100 for the full control effect
# Target sequence (O00167 whole entry, looked up): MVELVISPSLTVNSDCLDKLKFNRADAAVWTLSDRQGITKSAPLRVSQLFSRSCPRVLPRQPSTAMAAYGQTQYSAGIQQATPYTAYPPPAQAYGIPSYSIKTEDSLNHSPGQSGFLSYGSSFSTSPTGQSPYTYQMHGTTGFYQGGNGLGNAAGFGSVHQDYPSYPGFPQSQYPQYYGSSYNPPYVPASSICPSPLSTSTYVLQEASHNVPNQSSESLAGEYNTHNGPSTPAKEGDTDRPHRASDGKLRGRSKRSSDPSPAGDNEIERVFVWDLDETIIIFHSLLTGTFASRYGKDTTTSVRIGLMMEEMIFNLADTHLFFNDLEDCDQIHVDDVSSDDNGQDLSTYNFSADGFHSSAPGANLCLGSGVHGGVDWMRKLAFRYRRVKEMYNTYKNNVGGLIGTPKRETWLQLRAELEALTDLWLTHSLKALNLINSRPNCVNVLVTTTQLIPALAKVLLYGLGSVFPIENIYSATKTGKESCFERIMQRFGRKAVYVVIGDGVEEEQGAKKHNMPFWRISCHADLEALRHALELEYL
#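 Eya2 (0.2 uM) preincubated 10 min at ambient with compound, then OMFP substrate added at 50 uM; 10 min reaction in 50 mM HEPES pH 7.5, 50 mM NaCl, 5 uM MgCl2, 0.05% BSA, 1 mM DTT. Fluorescence read at Ex 485/Em 525 nm.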
# KCNH2 WT inh: blocks the wildtype human KCNH2 potassium channel; activity change, % at 1.84 µM; Q12809; AID 720551; 0.37% of 340,000 active; U2OS, BacMam KCNH2, thallium flux FluxOr; hits give low values;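 active = maximum activity change below -70%; inconclusive = maximum activity change between -70% and -50%; inactive = maximum activity change above -50%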; also: % is scaled to controls: 0 for no effect and ±100 for the full control effect
#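 U2OS cells were transduced with wild-type KCNH2 virus (2.03 x 10^8 / mL) for 4 h at room temperature, then cultured overnight at 37 C. Thallium flux was read with FluxOr dye. Rate constants were normalized to DMSO controls.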
# * marks the source's active call; other numbers are inactive results; i = inactive; u = inconclusive; x = no result given; [ ] = remark or other dose. Unless noted, calls follow the shape of the dose curve; as a rule, active = well fitted curve in the direction sought with a large enough effect; inconclusive = small, poorly fitted or top-dose-only effect, or another doubt; inactive = no such curve, though single readings can be large; an effect the other way counts as inactive or inconclusive. An excerpt; rates above refer to the full screens.
# Results follow in this order: TCR activator | TSHR antag | USP2a block | TRPV1 agonist | KCNH2 3.1 block | ELG1 repair inh | A-T KAP1 phos | Mito fusion act | Eya2 inh | KCNH2 WT inh
O=C(NC1CCN(Cc2ccccc2)CC1)c1ccccc1OCc1ccccc1Cl
→ 4% | 7 | -2% | u | u | 0% | 5% | -6% | -3% | 7
CC(C)Sc1cc(N2CCCC2)nc(-c2ccccc2)n1
→ 0% | 20 | -3% | 8 | 8 | 0% | 2% | -5% | -9% | 0
CCC(=O)NC(=S)Nc1ccc(NC(=O)c2ccc(C)c([N+](=O)[O-])c2)cc1
→ 7%[46.1 µM] | 5 | 0% | 24 | 14 | u | -3% | -2% | -7% | -6
CCc1ccccc1NC(=O)c1ccc(NCCc2ccccc2)c([N+](=O)[O-])c1
→ 2%[46.1 µM] | -13 | -1% | 0 | -30 | -9% | 9% | 0% | 4% | -8
COc1ccc(-c2ccc(/C=C3/C(=N)N4C=CSC4=NC3=O)o2)c([N+](=O)[O-])c1
→ -4%[46.1 µM] | -17 | 29% | 0 | 7 | u | -4% | 0% | -3% | -9
Cc1cc(C)cc(NC(=O)CN(C)S(=O)(=O)c2cccc3nsnc23)c1
→ -5% | 6 | -1% | -1 | 1 | u | -3% | 2% | -2% | 0
COc1cc(C2CC(=O)c3cnc(NC(=O)COc4ccccc4)nc3C2)cc(OC)c1OC (configuration not stated)
→ 5% | -15 | 2% | 0 | 6 | -3% | 4% | 5% | 1%[15.4 µM] | -23
Cc1ccc(-n2nc3c(c2NC(=O)C(C)(C)C)CS(=O)(=O)C3)cc1
→ 5% | -5 | -1% | 3 | 6 | 5% | 7% | 3% | -1% | 5
CCN(CC)C(=O)c1ccc(S(=O)(=O)N2CCC(c3nc4ccccc4s3)CC2)cc1
→ 0%[46.1 µM] | -36 | -3% | 2 | -3 | u | -7% | 13% | 3% | 0
Cc1noc(C)c1CSc1ccccc1C(=O)O
→ -63% | 18 | 1% | -2 | 2 | -3% | 1% | -17% | -4% | -2
CC(C)CN(C(=O)COC(=O)c1ccc([N+](=O)[O-])o1)C1CCS(=O)(=O)C1 (configuration not stated)
→ -4%[46.1 µM] | 1 | 1% | -1 | 6 | 13% | 9% | -1% | 10% | 2
CCN(C(=O)CSc1ccccn1)C1CCCCC1
→ 4% | -4 | 3% | x | -22 | 15% | 0% | x | -21% | -21
CS(=O)(=O)Nc1ccc(OCc2ccccc2)cc1
→ x | -3 | -7% | -2 | -8 | u | 7% | 5% | -2% | 0
CCCC/C(O)=C1\C(=O)CC(C)(C)CC1=NCCCCCC(=O)O
→ 3% | -8 | 3% | 1 | -4 | 12% | -4% | 4% | -9% | 6
COc1ccc(NC(=O)CN(C)C(=O)c2cn(-c3ccccc3)nc2-c2ccc(F)cc2)cc1
→ -1% | 10 | -10% | 17 | -5 | u | 3% | 25% | -4% | -1
O=S(=O)(NC1CCCC1)c1ccc(S(=O)(=O)NC2CCCC2)cc1
→ -4% | -7 | 2% | 16 | -14 | -13% | 4% | 0% | -4% | -3
Cc1cccc(NC(=S)N(CCc2ccncc2)C(C)C)c1C
→ -1% | -5 | -6% | -3 | -16 | 18% | 0% | 27% | -19% | 0
Clc1ccc(OCCSc2ncccn2)c(Br)c1
→ 2% | -5 | -2% | -2 | 5 | u | 0% | 0% | 1% | -3
O=C(Nc1ncccc1O)c1ccc(S(=O)(=O)N2CCCC2)cc1
→ -1% | -2 | 0% | 21 | 21 | u | -10% | -3% | -1% | 10
O=c1c(Cc2ccc(F)cc2)c(O)ccn1CCc1cnc[nH]1
→ 0% | -7 | 0% | -1 | 2 | 7% | 1% | -4% | 8% | 7
O=C(NNc1nc2c(F)cc(F)cc2s1)C1=COCCO1
→ x | 1 | 1% | 5 | -5 | 7% | -1% | 11% | 2% | -4
COc1ccc(OC)c(S(=O)(=O)Nc2cccc(C(C)=O)c2)c1
→ x | 1 | -3% | -1 | 0 | 1% | -1% | 1% | 11% | -6
CNC(=O)c1cccc(NC(=O)c2cc(-c3ccccc3)nc3c2cnn3C(C)C)c1
→ 4% | 7 | 0% | u | -4 | 7.9µM* | -3% | -1% | -3% | 2
O=C(NCc1ccco1)C1CCCN1C(=O)Nc1cccc(Cl)c1 (configuration not stated)
→ 4% | 1 | -1% | 1 | 17 | u | -1% | 4% | 3% | 2
CN(C)c1nc(N)c([N+](=O)[O-])c(N2CCCCCC2)n1
→ 3% | -2 | 1% | 24 | 16 | 0% | -3% | 14% | -1% | 2
O=C(O)c1cccc(CSc2n[nH]c(-c3ccc(Cl)cc3Cl)n2)c1
→ 2% | -6 | 1% | -1 | 21 | 21% | 0% | 8% | 8% | -3
COC(=O)C1=CN(c2cc(C)cc(C)c2)C=C(C(=O)OC)C1c1ccc(OC)c(O)c1
→ -1% | -12 | -12% | 3 | 20 | -13% | 12% | 21% | 0% | -4
Cc1cc(C)c2nc(SC(C)C(=O)NCC(=O)Nc3ccc(F)c(F)c3F)cc(C)c2c1 (configuration not stated)
→ 1%[46.1 µM] | -17 | 4% | -4 | -9 | 14% | 20% | 0% | 5% | -4
CON/C=N/C(=S)Nc1ncc(C(F)(F)F)cc1Cl
→ -2% | -17 | 1% | 7 | 1 | 6% | -3% | 0% | -2% | i
Cc1cccc(C(C)C)c1NC(=O)COC(=O)c1cc2ccccc2oc1=O
→ 3% | -13 | 2% | 2 | 36 | 22% | 7% | 0% | 24% | 1

# Part of the list above, with each value named:
O=C(NC1CCN(Cc2ccccc2)CC1)c1ccccc1OCc1ccccc1Cl
  TCR activator = 4%
  TSHR antag = 7
  USP2a block = -2%
  TRPV1 agonist = u
  KCNH2 3.1 block = u
  ELG1 repair inh = 0%
  A-T KAP1 phos = 5%
  Mito fusion act = -6%
  Eya2 inh = -3%
  KCNH2 WT inh = 7
CC(C)Sc1cc(N2CCCC2)nc(-c2ccccc2)n1
  TCR activator = 0%
  TSHR antag = 20
  USP2a block = -3%
  TRPV1 agonist = 8
  KCNH2 3.1 block = 8
  ELG1 repair inh = 0%
  A-T KAP1 phos = 2%
  Mito fusion act = -5%
  Eya2 inh = -9%
  KCNH2 WT inh = 0

# Going on with the list:
Structure	TCR activator	TSHR antag	USP2a block	TRPV1 agonist	KCNH2 3.1 block	ELG1 repair inh	A-T KAP1 phos	Mito fusion act	Eya2 inh	KCNH2 WT inh
COc1cccc(-n2nnnc2SCC(=O)Nc2ccc(NC(C)=O)cc2)c1	-2%	-10	1%	2	-6	16%	6%	2%	-2%	-4
O=S(=O)(NCCC1=CCCCC1)c1ccccc1Br	2%	-9	1%	25	-1	19%	26%	u	-1%	19
COc1ccc(S(=O)(=O)N(C)CC(=O)N2CCN(c3ccc(F)cc3)CC2)cc1OC	2%	-1	-4%	1	14	-26%	-3%	1%	-15%	18
COc1ccc(S(=O)(=O)NNC(=O)c2cc3c4ccccc4n(C)c3s2)cc1	1%	5	4%	-4	5	0%	-1%	0%	5%	-5
Cc1cc(N2CCN(c3ccccc3)CC2)n2nnnc2n1	-4%	3	1%	2	-6	18%	1%	-2%	2%	9
COc1ccc(CCC(=O)NCCc2ccc(OC)c(OC)c2)cc1	10%	-27	0%	-4	-9	4%	17%	-10%	-4%	6
COc1cc(C(=O)NCC(=O)NCCN2C(=O)S/C(=C\c3ccc4c(c3)OCO4)C2=O)cc(OC)c1OC	-3%	26	1%	-4	-3	u	0%	13%	12%	3
COc1ccc(C(CNC(=O)CCNS(=O)(=O)c2ccc(Br)cc2)N2CCCC2)cc1 (configuration not stated)	2%	3	-1%	-2	-3	u	-5%	6%	41%	50
CCOC(=O)N1CCN(Cc2nnc(-c3ccccc3Cl)o2)CC1	1%	0	0%	-2	11	8%	23%	8%	11%	-18
Cc1ccc(C(=O)NC=C(Cl)Cl)cc1	1%	3	1%	u	10	2%	x	1%	0%	-3
CN(/C(=N\S(=O)(=O)c1ccccc1)C(F)(F)F)c1ccccc1	4%	5	1%	-4	-4	-8%	-5%	-2%	17%	0
COCCOC(=O)c1c(C)oc2ccc(NS(=O)(=O)c3cccs3)cc12	4%	-3	2%	-1	1	-8%	-6%[11.5 µM]	6%	4%	-11

# Full records, looked up by structure.
# O=C(NNc1nc2c(F)cc(F)cc2s1)C1=COCCO1 in the list: TCR activator: x; TSHR antag: 1; USP2a block: 1%; TRPV1 agonist: 5; KCNH2 3.1 block: -5; ELG1 repair inh: 7%; A-T KAP1 phos: -1%; Mito fusion act: 11%; Eya2 inh: 2%; KCNH2 WT inh: -4
# Cc1cccc(C(C)C)c1NC(=O)COC(=O)c1cc2ccccc2oc1=O in the list: TCR activator: 3%; TSHR antag: -13; USP2a block: 2%; TRPV1 agonist: 2; KCNH2 3.1 block: 36; ELG1 repair inh: 22%; A-T KAP1 phos: 7%; Mito fusion act: 0%; Eya2 inh: 24%; KCNH2 WT inh: 1
